Screening data as filed in PubChem BioAssay.
Furin inh – human furin inhibition; P09958; actives 0.061% (n = 220,000); purified furin, fluorogenic substrate cleavage; inhibition, % at 30 µM; AID 463115; in the data active means inhibition above about 25%; further: inactives centre near -15
PPC-1+TRAIL kill – compounds killing PPC-1 cancer cells with TRAIL present (potentiator screen, no TRAIL-free arm). actives 0.41% (n = 220,000). PPC-1 cells + TRAIL, ATPLite viability luminescence. cell killing (% activity), % at 4 µM;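 active means cell killing above 50% in the first pass at 4 µM, then a duplicate retest at 5 µM averaging 50% or more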;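 further: plate controls were cells with TRAIL plus DMSO for no effect and medium-only wells lacking cells for full effect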
PGE2 EP2 inh – inhibitors of human EP2 prostaglandin E2 receptor; P43116; C6 glioma cells expressing human EP2, cAMP TR-FRET; cells stimulated with saturating PGE2; inhibition, % at 25 µM; actives 0.52% (n = 260,000);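 active means percent inhibition above 40 after rounding to a whole number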;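 further: rat C6 glioma host cells with rolipram phosphodiesterase inhibitor present; the protocol text gives 20 µM as final concentration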
Target sequence (P43116 whole entry, looked up): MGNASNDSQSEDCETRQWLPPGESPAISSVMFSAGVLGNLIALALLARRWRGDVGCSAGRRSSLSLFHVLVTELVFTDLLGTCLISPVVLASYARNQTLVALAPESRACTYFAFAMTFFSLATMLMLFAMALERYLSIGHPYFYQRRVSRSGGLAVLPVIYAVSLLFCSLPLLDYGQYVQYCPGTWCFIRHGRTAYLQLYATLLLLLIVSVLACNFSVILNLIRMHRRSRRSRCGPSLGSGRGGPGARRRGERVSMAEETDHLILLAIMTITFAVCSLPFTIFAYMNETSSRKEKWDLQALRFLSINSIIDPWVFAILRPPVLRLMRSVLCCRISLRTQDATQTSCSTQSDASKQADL
p97 ATPase inh – inhibitors of human p97 ATPase. P55072. inhibition, % at 8 µM. actives 0.42% (n = 220,000). recombinant p97 ATPase, Kinase-Glo ATP luminescence, 3 h; in the data active means inhibition above about 15%;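 further: 0% = DMSO vehicle and 100% = wells lacking enzyme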
RBBP9 inh – inhibitors of human serine hydrolase RBBP9; actives 0.2% (n = 220,000); AID 1515; inhibition, % at 7.94 µM; recombinant RBBP9, FP-Rh probe fluorescence polarization; O75884;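 active means inhibition above the campaign mean of all tested compounds plus 3 SD, cut at about 14% in these data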;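 further: plate controls were DMSO wells with RBBP9 for no effect and wells lacking RBBP9 protein for full effect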
Target sequence (O75884 whole entry, looked up): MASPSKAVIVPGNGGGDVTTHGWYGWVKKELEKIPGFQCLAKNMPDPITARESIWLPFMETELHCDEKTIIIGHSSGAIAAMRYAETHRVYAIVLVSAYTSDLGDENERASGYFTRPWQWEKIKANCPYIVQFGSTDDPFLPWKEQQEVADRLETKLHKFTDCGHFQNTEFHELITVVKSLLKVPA
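Controls: DMSO-treated enzyme wells and wells lacking RBBP9 | Material: RBBP9 protein | Technique: Fluorescence polarization | Replication: Single well per compound, no replicates | Buffer or medium: Tris-NaCl-Pluronic buffer, pH 8.0 | Timing: 30 min compound preincubation, 45 min probe labeling, 25 °C | Read-out basis: Percent inhibition from mP, scaled between DMSO and no-protein wells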
BaF3 tox – parental Ba/F3 viability inhibition as JAK2V617F counter-screen; CellTiter-Glo ATP luminescence; inhibition, % at 5.6 µM; actives 1.1% (n = 220,000); AID 1486;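 active means inhibition above a per-campaign cutoff, the mean inhibition of all tested compounds plus 3 SD, cut at about 27% in these data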;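 further: 0% = DMSO wells and 100% = JAK Inhibitor I control wells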
Ba/F3 V617F tox – reduce viability of Ba/F3 cells dependent on JAK2V617F. Ba/F3 EpoR-JAK2V617F viability, ATP luminescence. inhibition, % at 5.6 µM. actives 1.1% (n = 220,000);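 active means inhibition above the campaign mean plus 3 SD over all tested compounds, cut at about 24% in these data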;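 further: cytokine-independent growth of Ba/F3 cells driven by EpoR plus mutant JAK2; 0% = DMSO-treated cells and 100% = JAK inhibitor I control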
Tb hexokinase – T. brucei hexokinase 1 inhibition | actives 0.11% (n = 220,000) | recombinant TbHK1, G6PDH-coupled NADH A340 | inhibition, % at 10 µM;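 active means inhibition of 50% or more in the single-dose primary screen; inactive means inhibition below 50%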
NCF1 inh – p47phox (human) inhibition; p47phox/p22phox peptide binding, fluorescence polarization, 2 h; AID 1274; actives 0.53% (n = 220,000); P14598; inhibition, % at 24.7 µM;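 active means inhibition above about 30%, limit read from the data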;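 further: 0% = p47phox with labelled peptide and 100% = labelled peptide alone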
Target sequence (P14598 whole entry, looked up): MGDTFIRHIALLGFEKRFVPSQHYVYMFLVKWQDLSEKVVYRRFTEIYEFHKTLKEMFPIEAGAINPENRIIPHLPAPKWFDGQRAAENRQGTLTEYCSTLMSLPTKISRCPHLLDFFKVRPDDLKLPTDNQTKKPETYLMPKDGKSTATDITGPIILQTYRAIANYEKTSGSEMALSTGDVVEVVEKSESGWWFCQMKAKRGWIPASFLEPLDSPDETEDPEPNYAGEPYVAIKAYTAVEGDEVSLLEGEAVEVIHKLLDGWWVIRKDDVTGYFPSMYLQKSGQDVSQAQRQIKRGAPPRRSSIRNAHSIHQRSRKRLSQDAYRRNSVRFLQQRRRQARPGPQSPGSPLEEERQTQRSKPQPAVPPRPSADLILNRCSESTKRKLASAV
Active calls of the source: *; . = not tested or not shown; & = joins results of further samples; [ ] = dose if it differs, or a comment.

molecule	Furin inh	PPC-1+TRAIL kill	PGE2 EP2 inh	p97 ATPase inh	RBBP9 inh	BaF3 tox	Ba/F3 V617F tox	Tb hexokinase	NCF1 inh
CNC(=S)NCc1ccc(Cl)cc1	-4[20 µM]	.	12	-8	-7	2	3	4	.
N/C(=N\OC(=O)C12CC3CC(CC(C3)C1)C2)c1ccccc1	-9	19	10	-3	-5	6	2	5	1
CCc1cccc2c(C(=O)COC(=O)c3cccc(S(=O)(=O)N(C)C4CCCCC4)c3)c[nH]c12	-12	8	1	5	-21	9	2	2	-32
Cc1nn(CCC(=O)NNC(=S)Nc2ccc([N+](=O)[O-])cc2)c(C)c1[N+](=O)[O-]	0	24	6	3	-2	9	1	-3	-9
NC(=O)c1ccccc1OCC(=O)c1ccc(Cl)cc1	-11	16	5	4	-3	8	4	-9	0
COC(=O)C1C(=O)c2c([nH]c(C(=O)OC3CCCC3)c2C)CC1C (stereo unspecified)	-4[20 µM]	37	13	0	0	0	0	-3	0
O=C1c2ccccc2C(Nc2ccc3nc(-c4cccnc4)[nH]c3c2)N1Cc1ccco1 (stereo unspecified)	-9	33	17	5	-3	6	0	-23	-7
Cc1cc(C(=O)N/N=C/c2c(C)nn(-c3ccccc3)c2C)n[nH]1	2	14	6	-7	-10	2	6	-7	11
O=C(c1ccccc1)N1CCCc2ccccc21	-24[20 µM]	12	.	-1	-3	0	-1	6	-10
Cc1cccc(-n2c(Cc3cc(=O)[nH]c(=O)[nH]3)nnc2SCC(=O)N2CCCCC2)c1	-13	-31	.	0	-11	7	-1	-9	-7
Brc1ccc(/C=N/Nc2nncc(-c3ccccc3)n2)o1	-5	5	3	6	0	1	-1	-24	11
Cc1cc(C)n(-c2nc3c(c(=O)[nH]c(=O)n3C)n2Cc2ccc(F)cc2)n1	-21[20 µM]	-21	7	1	-4	2	-2	1	4
O=C(NCC1CC1)c1ccc(Nc2nc3ccc(Br)cc3[nH]2)cc1	-20[20 µM]	-13	74*	-1	3	0	-1	-4	7
NS(=O)(=O)c1ccc(CCNC(=S)NC2CCCC2)cc1	-27	-12	10	2	-3	10	1	-3	-1
Cc1cc(C)n(C2CCCCC2OC(=O)c2ccccc2)n1 (stereo unspecified)	-7[20 µM]	1	11	-2	-2	0	-5	1	-13
COc1ccc(CCNCC(=O)Nc2ccc(C)c(S(=O)(=O)N(C)C)c2)cc1	-24	8	8	-2	-11	2	-2	-3	4
COC(=O)c1ccc(N2C(=O)CC(N3CCN(c4ccccc4)CC3)C2=O)cc1 (stereo unspecified)	2[20 µM]	.	12	-3	21*	3	1	1	.
CCN1C(=O)/C(=C/c2nc3ccccc3c(=O)n2-c2ccccc2)c2ccccc21	-18[20 µM]	-14	2	2	-8	2	3	-17	-7
Cc1ccc(-c2nn(Cc3ccccc3)cc2/C=C/C(=O)O)cc1	-6[20 µM]	2	4	-4	-10	7	8	6	-8
CC(C)(C)C1C/C(=C/c2ccco2)C(=O)/C(=C/c2ccco2)C1 (stereo unspecified)	-12	3	11	3	-11	8	1	15	-29
Nc1c(S(=O)(=O)c2cccs2)c2nc3ccccc3nc2n1Cc1ccccc1	-22[20 µM]	9	5	-1	-6	5	1	-4	-33
CCN(CC)S(=O)(=O)c1cc(C(=O)NC2=NCCS2)ccc1Cl	-20[20 µM]	4	16	1	1	6	0	0	-2
CC(=O)/C(=N\Nc1cccc(Cl)c1)Sc1cccc2cccnc12	-2	-9	4	-2	-6	7	3	-9	-2
O=C(CCCCCn1nnc2ccccc2c1=O)N[C@H](C(=O)O)c1ccccc1	-17	18	7	4	4	-3	-3	-9	-5
CC1=CC(C)(C)N=C(NC#N)N1	-24	12	5	4	-5	1	-1	-1	-3
Cc1ccc(-c2nnn(CC(=O)O)n2)cc1	-11[20 µM]	19	14	1	5	0	-2	-3	-10
CN1CCN(CCC(=O)Nc2ccccc2Cl)CC1	-21[20 µM]	24	6	3	-6	6	-1	0	1
CCCOc1ccc(N2C(=O)C3ON(c4ccccc4)C(c4ccc(O)c(OC)c4)C3C2=O)cc1 (stereo unspecified)	0[20 µM]	2	.	3	-4	3	-2	-4	-2
COc1ccc(NC(=O)CN(c2cccc(F)c2)S(C)(=O)=O)cc1OC	-24[20 µM]	6	7	-1	8	7	1	-1	-3
COc1cccc(C(=O)N(Cc2cccs2)C2CCS(=O)(=O)C2)c1 (stereo unspecified)	-19	22	5	-1	-5	6	0	-11	-12
CC1NC(=S)N(C2CCCCC2)C1=O (stereo unspecified)	-29	10	7	0	-4	3	-2	-1	-7
CCOC(=O)NC(=O)C(=CNc1ccccc1C)C(=O)NC(=O)OCC	-32	-6	14	1	-8	1	0	0	-18
O=C(NC(c1ccccc1)c1ccccc1)c1cccc(S(=O)(=O)NCc2ccccc2)c1	-18	17	4	5	-18	4	0	14	-10
CCCNS(=O)(=O)c1ccc(CCC(=O)NCCc2ccc(OC)c(OC)c2)cc1	-20	0	6	0	-9	0	4	16	-5
ON/C=N/C(=S)Nc1ncc(C(F)(F)F)cc1Cl	-24	-6	12	0	2	62*	56*	-5	0
C/C=C(/C)C(=O)Nc1cccc(C2=NOC3(C2)C[C@@H](C(N)=O)N(C(=O)c2ccc(OC)cc2)C3)c1 (stereo partly specified)	-14	5	12	.	.	.	.	-5	7
CCCCOc1nc2ccccc2nc1C(C#N)C(=O)NC1CCCCC1 (stereo unspecified)	-19[20 µM]	10	.	0	-6	-1	-4	-5	-7
COc1ccc(-c2cc(=O)c3cc(OC)ccc3o2)cc1	-26	66*[5 µM]	15&1	1	2	1	1	-6	0
COC(=O)C1=C(C)N(Cc2ccco2)C(=O)/C1=C\c1ccc(N(C)C)cc1	2	36	9	3	-13	4	-3	26	-206
O=C(C1=C(O)C(=O)N(CCc2ccccc2)C1c1cccs1)c1ccco1 (stereo unspecified)	-20	3	12	6	-2	8	0	-12	-10
N#CCC(=N)N1CCN(c2cccc(Cl)c2)CC1	-11[20 µM]	-2	7	0	0	4	-1	1	-14
O=C(C1CC1)N1CCc2cc(Br)cc(S(=O)(=O)NCc3ccc4c(c3)OCO4)c21	-16	12	4	-3	1	3	2	3	-15
CN(c1ccccc1)c1nc(N)c([N+](=O)[O-])c(NCc2ccccc2)n1	-4	-5	6	-1	-14	-2	0	-10	-14
Cc1ccc(S(=O)(=O)c2cn(CC(=O)Nc3ccccc3)c3ccc(F)cc3c2=O)cc1	0	7	8	6	-8	0	-2	-5	2
Cc1ccc(N2CCN(S(=O)(=O)N(C)C)CC2)c(C)c1	-18	2	10	-6	-6	10	4	1	.
CN(C)c1ccc(NC(=O)c2sc(SCC(=O)Nc3nccs3)nc2N)cc1	-16	23	23	4	7	3	-3	-13	-7
Cc1cccc(C(=O)n2c(=S)nc3cc(C)ccn32)c1	-21	78*[5 µM]	6	-9	-8	1	1	-23	-1
c1csc(-c2ccnc3ncnn23)c1	-78	5	4	5	1	3	-1	-42	-4
COc1ccc(C(=O)Nc2ccccc2N2CCCCC2)cc1[N+](=O)[O-]	-14	25	5	-3	-5	-1	-1	-12	-3
O=S(=O)(c1ccc(N=C2NN=C(c3cc(F)ccc3F)CS2)cc1)N1CCOCC1	-20	15	9	2	-2	1	-3	-11	-22

A draw from above in order of length of the SMILES, descending:
molecule	Furin inh	PPC-1+TRAIL kill	PGE2 EP2 inh	p97 ATPase inh	RBBP9 inh	BaF3 tox	Ba/F3 V617F tox	Tb hexokinase	NCF1 inh
CN(C)c1ccc(NC(=O)c2sc(SCC(=O)Nc3nccs3)nc2N)cc1	-16	23	23	4	7	3	-3	-13	-7
NS(=O)(=O)c1ccc(CCNC(=S)NC2CCCC2)cc1	-27	-12	10	2	-3	10	1	-3	-1
CN1CCN(CCC(=O)Nc2ccccc2Cl)CC1	-21[20 µM]	24	6	3	-6	6	-1	0	1

Next section:
molecule	Furin inh	PPC-1+TRAIL kill	PGE2 EP2 inh	p97 ATPase inh	RBBP9 inh	BaF3 tox	Ba/F3 V617F tox	Tb hexokinase	NCF1 inh
COC(=O)Nc1csc2c1NC(=O)CCCC2	-11	-12	11	0	-11	-3	-2	-2	-12
Cc1nnc(NC(=O)c2ccc(S(=O)(=O)N(C)Cc3ccccc3)cc2)o1	-21	5	14	-1	-5	2	-3	5	-6
O=C1CCCN1CN(C(=O)c1ccc2c(c1)OCO2)c1cccc(Cl)c1	-13	14	4	1	5	-2	-3	-1	.
O=C(/C=C/c1ccco1)NC(=S)Nc1cccc([N+](=O)[O-])c1	-8	-5	14	7	-9	2	-3	-8	-13
O=C(CC(c1ccc(F)cc1)c1ccco1)N1CCCC1 (stereo unspecified)	-11	20	9	4	10	8	0	-1	-16
CCOC(=O)c1cnc2ccc(OCC)cc2c1NCc1ccccc1OC	-7	-1	10	2	-10	3	-1	15	8
CCOc1cc(S(=O)(=O)NCC2OCCc3ccccc32)c(OCC)cc1-n1cnnn1 (stereo unspecified)	-9	6	4	-6	-16	5	1	-4	-6
O=C(NCCN1CCOCC1)c1noc2c1CCc1ccccc1-2	-27	27	7	3	-1	3	-2	-1	8
S=c1[nH]nc(Nc2cccc3ccccc23)s1	-12	-6	15	1	-2	-4	-4	-25	-84
CCCC(=O)N(Cc1cc2ccccc2[nH]c1=O)c1ccccc1OC	-18[20 µM]	-19	6	-4	-15	4	-2	-6	-4
COc1ccc(C(=O)Nc2sc3c(c2C#N)CCN(C(C)=O)C3)cc1	-21	-12	7	0	3	10	4	-16	-26
O=C(O)c1cc(N/N=C/c2ccc(N3CCOCC3)s2)ccc1Cl	-8	25	8	4	-1	3	-3	31	-22
CCN=C1SC(C(=O)Nc2cccc(OCC)c2)CC(=O)N1CC (stereo unspecified)	-12	-12	6	-7	-1	2	1	1	-1
N#Cc1ccc(N2C(=O)[C@@H]3C(C(=O)c4cnccn4)=NN[C@@H]3C2=O)cc1	1	-14	7	10	-5	6	-7	-13	-6
O=C(OCc1nnc(-c2ccccc2)o1)c1cc(F)c(F)cc1Cl	-17	7	8	-3	-8	3	1	-4	-2
NS(=O)(=O)c1cc(C(=O)OCC(=O)NC2CC2)ccc1Cl	-6[20 µM]	11	17	0	-7	3	-1	1	-14
COc1ccc(C2=NN3C(=O)c4c(ccc(OC)c4OC)C3C2)cc1 (stereo unspecified)	7[20 µM]	20	13	3	-8	0	-1	-36	-4
CC(=O)NC(Cc1cc(C)ccc1C)C(=O)N1CCN(C(=O)c2ccc(Br)cc2)CC1 (stereo unspecified)	-38	-1	7	1	2	9	-3	0	-2
COc1ccccc1C(=O)COC(=O)c1ccccc1OCC(=O)Nc1ccc(SC(F)F)cc1	-6	11	8	8	-1	5	-1	-4	-73
Clc1ccc(-n2cccc2CN2CCc3c([nH]c4ccccc34)C2c2ccccn2)nc1 (stereo unspecified)	-21	20	6	6	-5	4	0	-4	-49
CCN(CC)C(=O)CSc1nc2ccsc2c(=O)n1CCCC(=O)NCCc1ccc(S(N)(=O)=O)cc1	-11	-15	7	-5	-7	3	4	7	-3
CNC(=O)c1ccsc1NC(=O)c1ccc(Cl)s1	-7	-4	24	8	-11	-1	-5	-28	-42
COC(=O)[C@@]1(Cc2ccc(OC)cc2)[C@H]2c3cc(C(=O)N4CCCC4)n(Cc4ccc(C)o4)c3C[C@H]2CN1C(=O)c1ccccc1	-8	11	17	8	-8	3	0	-7	-18
O=C(CN1C(=O)c2cccc([N+](=O)[O-])c2C1=O)N1CCN(c2ccc(F)cc2)CC1	-18	0	14	6	-3	0	-4	3	0

A portion of the library; count on the stated rates, not on these rows.
